ZTA counter: ZTA (EBV) inhibition in EBNA-1 counter-screen | P03206 | ZTA-DNA binding, fluorescence polarization | inhibition, % at 11 µM | 320,000 tested, 0.15% active | AID 2234; in the data active = inhibition above about 33%
Target sequence (P03206 whole entry, looked up): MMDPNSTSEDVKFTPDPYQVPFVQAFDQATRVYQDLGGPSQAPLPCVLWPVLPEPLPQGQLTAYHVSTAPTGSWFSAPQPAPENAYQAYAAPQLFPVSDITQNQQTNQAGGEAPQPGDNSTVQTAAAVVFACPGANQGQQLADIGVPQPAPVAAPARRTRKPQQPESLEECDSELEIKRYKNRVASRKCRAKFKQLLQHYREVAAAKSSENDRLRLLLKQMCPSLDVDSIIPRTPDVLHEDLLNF
PP5 primary: PP5 (human) phosphatase inhibition. P53041. purified PP5c, OMFP substrate fluorescence. inhibition, % at 6.7 µM. 320,000 tested, 0.18% active;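 active = inhibition above the campaign's mean inhibition across all tested compounds plus 3 SD, cut at about 9.5% in these data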;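 note: 0% = DMSO only and 100% = 100 µM cantharidin control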
EBNA-1 inhibitor: blocks EBNA-1 binding to DNA. EBNA-1 DNA binding, fluorescence polarization. inhibition, % at 14.8 µM. 300,000 tested, 0.34% active. AID 1950; in the data active = inhibition above about 28%
PP1 inh: blocks human PP1-alpha phosphatase, a PP5 counter-screen; inhibition, % at 6.7 µM; P62136; 320,000 tested, 0.9% active; purified PP1alpha, OMFP fluorescence;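 active = inhibition above the mean inhibition of all tested compounds plus 3 SD, computed separately for each screening campaign, cut at about 15% in these data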
TPT1 inhibitor: inhibitors of Candida albicans tRNA 2'-phosphotransferase TPT1; recombinant caTPT1, FP RNA substrate dephosphorylation; inhibition, % at 5 µM; 300,000 tested, 0.81% active;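 active = inhibition above the mean of all tested compounds plus 3 SD, set per screening campaign, cut at about 24% in these data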;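 note: plate controls were DMSO alone for no effect and ferristatin control at 100 nM for full effect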
PREPL inh: human PREPL enzyme inhibition | recombinant PREPL, fluorescence polarization activity-based probe | inhibition, % at 5.96 µM | Q4J6C6 | 320,000 tested, 0.68% active; in the data active = inhibition above about 43%;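 note: 0% = enzyme with DMSO and 100% = wells lacking enzyme; many of its hits are not listed in these tables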
Target sequence (Q4J6C6 whole entry, looked up): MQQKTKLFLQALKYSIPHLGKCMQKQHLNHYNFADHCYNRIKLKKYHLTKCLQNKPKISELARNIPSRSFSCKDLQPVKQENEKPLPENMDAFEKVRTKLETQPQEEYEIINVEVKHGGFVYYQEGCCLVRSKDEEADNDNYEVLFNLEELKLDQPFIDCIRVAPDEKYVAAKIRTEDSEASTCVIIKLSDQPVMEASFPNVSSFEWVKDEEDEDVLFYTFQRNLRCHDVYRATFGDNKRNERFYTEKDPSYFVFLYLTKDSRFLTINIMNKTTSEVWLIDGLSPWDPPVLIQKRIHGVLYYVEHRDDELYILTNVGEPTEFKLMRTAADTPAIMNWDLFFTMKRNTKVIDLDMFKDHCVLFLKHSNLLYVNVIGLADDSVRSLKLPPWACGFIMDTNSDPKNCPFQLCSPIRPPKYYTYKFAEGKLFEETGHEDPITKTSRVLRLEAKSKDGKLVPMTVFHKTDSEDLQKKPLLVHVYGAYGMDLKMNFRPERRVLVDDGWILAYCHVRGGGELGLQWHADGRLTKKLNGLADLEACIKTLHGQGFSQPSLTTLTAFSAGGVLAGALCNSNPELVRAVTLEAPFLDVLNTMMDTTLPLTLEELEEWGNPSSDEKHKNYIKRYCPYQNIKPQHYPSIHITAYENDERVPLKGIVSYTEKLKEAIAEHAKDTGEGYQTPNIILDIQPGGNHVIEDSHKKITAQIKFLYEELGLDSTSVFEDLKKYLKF
Fh CTSL1 inh: counter-screen for PFM18AAP inhibitors: inhibitors of F. hepatica cathepsin L1; recombinant F. hepatica cathepsin L1, Z-Leu-Arg-MCA fluorescence; inhibition, % at 5.96 µM; 300,000 tested, 0.49% active;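 active = inhibition above the mean of all tested compounds plus 3 SD, set per screening campaign, cut at about 17% in these data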;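 note: 0% = plate median of test compound wells and 100% = 1 µM Z-Phe-Ala-diazomethylketone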
HCV core dimer: blocks dimerization of HCV core protein; inhibition, % at 5 µM; 300,000 tested, 0.33% active; TR-FRET GST/Flag-core106 dimerization, 1536-well;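 active = inhibition above the mean of all tested compounds plus 3 SD, set per screening campaign, cut at about 45% in these data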
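Material: Tagged HCV core106 pair (GST and Flag) | Amount: GST-core106 13.5 nM, Flag-core106 17 nM | Medium: KF-containing HEPES buffer, pH 7.45, DTT, CHAPS, BSA | Reagent: Eu donor and XL665 acceptor anti-tag antibodies | Schedule: 4 h at 22.5 °C | Technique: Time-resolved FRET, ex 340 nm, em 617 and 671 nm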
Efflux pump inh: antifungal efflux pump inhibition, Nile Red retention; inhibition, % at 10 µM; S. cerevisiae Candida pump triplex; AID 485275; 330,000 tested, 0.44% active;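 active = plate passing quality check with inhibition over a set limit, or well fluorescence over plate mean plus 4 SD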;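 note: Nile Red retained in pooled yeast measured as flow cytometry median fluorescence; 0% = buffer negative control and 100% = Enniatin B positive control; higher means more Nile Red kept so more efflux inhibition; some compounds called inactive have numbers as strong as hits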
* = called active by the depositor; nt = no result given. Some of the compounds tested; count on the stated rates, not on these rows.

No.	SMILES	ZTA counter	PP5 primary	EBNA-1 inhibitor	PP1 inh	TPT1 inhibitor
1	COc1ccc(/C=C(/CC(=O)Nc2ccccc2)c2nc3ccccc3s2)cc1	1	1.3	4	7	12
2	COc1ccc(C2C(CN3CCOCC3)C(=O)N2c2ccccc2)cc1 (stereo not given)	-7	-1.7	-9	-3	1
3	O=C(CSc1ccccc1)NC1CCCCCCC1	8	1.2	0	-2	1
4	O=C(OCc1nc2ccccc2[n+]([O-])c1C(=O)c1ccccc1)c1ccco1	-8	-0.2	-1	4	3
5	Cn1c(SCc2cccc(Br)c2)nc2ccccc2c1=O	4	-2.1	6	-5	1
6	CCCCOc1ccc(C(=O)NCC(=O)NCC(c2cccs2)N2CCOCC2)cc1 (stereo not given)	20	1.4	nt	-5	nt
7	CCOC(=O)C1CN(C(C)(C)C)C(=O)C1=O (stereo not given)	15	-2.6	8	-5	-2
8	O=C(/C=C\NCC(=O)c1ccccc1)c1ccccc1	-5	2.0	-2	-3	0
9	O=C(NCCCn1ccnc1)Nc1ccc2c(c1)OCO2	-16	-0.1	0	1	-3
10	CCCOc1ccccc1-c1nc2c([nH]1)c(=O)[nH]c(=O)n2C	-7	-6.2	-10	-5	-19
11	O=C(NCCCc1ccccc1)[C@@H]1Cc2ccccc2CN1	-7	-1.4	4	-3	2
12	C=CCOC(=O)Nc1c(C(=O)OC)[nH]c2ccccc12	3	-5.6	-15	-9	-3

No.	PREPL inh	Fh CTSL1 inh	HCV core dimer	Efflux pump inh
1	11	0	58*	0.2
2	0	4	6	-0.2
3	3	-3	5	0.3
4	24	-2	2	0.3
5	-2	2	5	0.0
6	6	nt	nt	0.2
7	-1	1	5	0.0
8	-6	-3	-7	0.0
9	20	0	-10	0.0
10	10	7	1	-0.1
11	-5	-6	6	-0.1
12	10	-4	-7	0.5

The listing continues:
No.	SMILES	ZTA counter	PP5 primary	EBNA-1 inhibitor	PP1 inh	TPT1 inhibitor
13	COc1ccc2c(c1)CCc1c(C(=O)NCCc3ccc(OC)c(OC)c3)noc1-2	2	-0.7	7	-1	-2
14	CCCN=C1CC(C)(C)CC(=O)/C1=C(/O)CCCN1C(=O)c2ccccc2C1=O	9	0.6	1	-2	0
15	CC(Sc1ccccc1)C(=O)Nc1cccc(N(C)S(C)(=O)=O)c1 (stereo not given)	-23	1.4	-2	3	-1
16	Cc1ncoc1C(=O)Nc1cccc(Cl)c1	-8	3.6	-6	1	1
17	CC(C(=O)N1CCN(C)CC1)N1C(=O)c2ccccc2C1=O (stereo not given)	-16	-1.1	3	-4	2
18	Nc1nc(CSC(=S)N2CCOCC2)nc(Nc2ccc(F)cc2)n1	4	-6.2	-12	2	-2
19	COc1ccc(/C(C)=N\NC(=O)c2ccc3c(c2)OCO3)cc1OC	16	1.0	1	-5	-3
20	O=C(CSc1nnc(-c2ccccc2)c(-c2ccccc2)n1)Nc1ncc(Cl)cc1Cl	6	1.7	21	8	17
21	COc1cccc2sc(N3CCN(C(=O)c4ccc([N+](=O)[O-])o4)CC3)nc12	-3	-0.8	0	-4	-4
22	NC(=O)c1nsc(C(=O)N(c2ccccc2F)C(C(=O)NCc2ccc(F)cc2)c2ccc(O)cc2)c1N (stereo not given)	26	2.4	22	1	4
23	O=C(c1ccc(Cl)c(Cl)c1)N1CCC(=O)N(C(CO)Cc2ccccc2)CC1 (stereo not given)	-9	4.4	-8	-1	-3
24	N=C1C(=O)OCC1c1ccccc1NC(=O)CN1CCCCC1 (stereo not given)	-11	1.7	-4	-2	2

No.	PREPL inh	Fh CTSL1 inh	HCV core dimer	Efflux pump inh
13	-2	2	-2	0.0
14	11	1	0	0.2
15	1	-4	-12	-0.1
16	0	-1	2	0.0
17	2	2	1	0.1
18	-3	-11	-7	0.1
19	11	5	1	0.1
20	-13	2	13	0.0
21	11	3	-8	0.0
22	27	2	11	-0.1
23	2	0	0	0.1
24	-4	0	-4	-0.1

Profiles from above. Values in the order: ZTA counter | PP5 primary | EBNA-1 inhibitor | PP1 inh | TPT1 inhibitor | PREPL inh | Fh CTSL1 inh | HCV core dimer | Efflux pump inh
`CC(C(=O)N1CCN(C)CC1)N1C(=O)c2ccccc2C1=O` (stereo not given) across the screens: -16 | -1.1 | 3 | -4 | 2 | 2 | 2 | 1 | 0.1
`O=C(CSc1nnc(-c2ccccc2)c(-c2ccccc2)n1)Nc1ncc(Cl)cc1Cl` across the screens: 6 | 1.7 | 21 | 8 | 17 | -13 | 2 | 13 | 0.0

(more compounds)
No.	SMILES	ZTA counter	PP5 primary	EBNA-1 inhibitor	PP1 inh	TPT1 inhibitor
25	CCc1nc2ccccc2n1CC(=O)N(C(C)CC)C1CCS(=O)(=O)C1 (stereo not given)	4	-3.4	-9	-3	2
26	Cc1cccc(C(=O)Nc2nc(C)c(C(=O)Nc3ccc4c(c3)CCC4)s2)c1	-4	3.7	-11	4	3
27	COC(=O)C[C@](O)(CCCC(C)(C)O)C(=O)O[C@@H]1C(OC)=C[C@]23CCCN2CCc2cc4c(cc2[C@H]13)OCO4	-4	0.9	-6	-3	3
28	CC(C)(C)c1ccccc1OCC(=O)NCCC(=O)O	6	2.5	7	0	2
29	O=C(CNC(=O)c1ccco1)OCC(=O)c1cccc2ccccc12	-7	2.4	-6	1	-2
30	COc1cc(/C=C2/S/C(=N/S(=O)(=O)c3ccccc3)NC2=O)c([N+](=O)[O-])cc1OC	7	2.4	2	9	-12
31	COc1ccc(C2=NN(C(=O)c3ccccc3)C(c3ccc(OC)c(OC)c3)C2)c(OC(C)=O)c1 (stereo not given)	-19	2.0	-4	-1	-1
32	CN(C)S(=O)(=O)c1cc(NC(=O)c2cc(=O)[nH]c3ccccc23)ccc1Cl	8	0.8	10	-4	1
33	CN(CC(=O)Nc1ccccc1Br)C(=O)CNC(=O)c1ccco1	17	-2.6	2	-8	-1
34	COc1ccc(-c2nsc3c(N4CCN(S(=O)(=O)c5ccccc5F)CC4)ncnc23)cc1	2	1.5	10	-3	-1
35	COC(=O)Cc1c(C)c2ccc(OCC(=O)N3CCCC(C)C3)c(C)c2oc1=O (stereo not given)	-7	-1.8	48*	-1	-3
36	Cc1ccc(F)c(C2C3C=CCC(c4cccc(-c5ccc(N(C)C)cc5)c4)C3C(=O)N2Cc2ccccc2)c1 (stereo not given)	-1	1.7	2	2	1

No.	PREPL inh	Fh CTSL1 inh	HCV core dimer	Efflux pump inh
25	5	-1	-3	0.0
26	1	1	8	0.0
27	-1	-3	5	0.0
28	-1	-2	2	0.1
29	6	4	1	0.1
30	9	6	-8	-0.2
31	6	-4	2	-0.1
32	5	5	1	-0.2
33	-4	-2	0	0.0
34	12	0	3	-0.2
35	5	4	0	0.0
36	1	1	-1	0.2

3 entries already listed, ordered by their value in TPT1 inhibitor, descending.
cpd | molecule | TPT1 inhibitor
14 | CCCN=C1CC(C)(C)CC(=O)/C1=C(/O)CCCN1C(=O)c2ccccc2C1=O | 0
31 | COc1ccc(C2=NN(C(=O)c3ccccc3)C(c3ccc(OC)c(OC)c3)C2)c(OC(C)=O)c1 (stereo not given) | -1
18 | Nc1nc(CSC(=S)N2CCOCC2)nc(Nc2ccc(F)cc2)n1 | -2

More results:
No.	SMILES	ZTA counter	PP5 primary	EBNA-1 inhibitor	PP1 inh	TPT1 inhibitor
37	COc1ccc(CC(O)COS(N)(=O)=O)cc1 (stereo not given)	14	2.4	4	-1	-4
38	COc1ccc2[nH]c(=O)c(COC(=O)c3cccs3)cc2c1	5	3.4	-14	2	1
39	COc1ccc(N(CC(=O)NCc2ccccc2)C(=O)CCC(=O)Nc2cc(C)ccn2)c(OC)c1	-10	2.4	6	-4	-1
40	CCOC(=O)c1ccc(NC(=O)CNC(=O)C2CCCCC2)cc1	15	-1.4	5	1	-5
41	CCN(CC)S(=O)(=O)c1csc(C(=O)Nc2ccccn2)c1	10	0.0	4	-4	-1
42	CCOC(=O)N1CCC(N2Cc3cccc(C(=O)NCc4ccc(OC)cc4)c3C2=O)CC1	-21	0.4	1	3	2
43	CCSc1nc2c([nH]c3ccccc32)c(=O)n1C	-2	-0.9	12	-2	-2
44	Cc1cc(-c2nn(C)c(=O)c3ccccc23)cc(C)c1O	2	1.1	-7	0	-2
45	Cc1n[nH]c(=S)n1-c1ccccc1	-25	-1.9	-3	-1	0
46	CCn1c(=O)cc(OCC(=O)NCc2cccnc2)c2ccccc21	-2	2.0	-4	2	2
47	COCCNC(=O)/C(C#N)=C\c1ccc(CNS(=O)(=O)c2ccccc2)o1	6	2.3	-9	0	-1
48	Cc1nc(-n2cc(F)c(=O)[nH]c2=O)c2nc(C)oc2n1	10	-0.7	14	-7	2

No.	PREPL inh	Fh CTSL1 inh	HCV core dimer	Efflux pump inh
37	-1	0	-3	0.0
38	-4	0	18	-0.3
39	6	2	6	0.3
40	5	-1	2	-0.1
41	-2	0	0	-0.1
42	2	2	2	-0.2
43	20	2	-1	-0.1
44	-2	2	4	0.0
45	15	2	0	0.0
46	3	2	0	0.1
47	-8	4	-4	0.0
48	6	-2	-1	0.0

Excerpt, nos. 37–42
No.	SMILES	ZTA counter	PP5 primary	EBNA-1 inhibitor	PP1 inh	TPT1 inhibitor
37	COc1ccc(CC(O)COS(N)(=O)=O)cc1 (stereo not given)	14	2.4	4	-1	-4
38	COc1ccc2[nH]c(=O)c(COC(=O)c3cccs3)cc2c1	5	3.4	-14	2	1
39	COc1ccc(N(CC(=O)NCc2ccccc2)C(=O)CCC(=O)Nc2cc(C)ccn2)c(OC)c1	-10	2.4	6	-4	-1
40	CCOC(=O)c1ccc(NC(=O)CNC(=O)C2CCCCC2)cc1	15	-1.4	5	1	-5
41	CCN(CC)S(=O)(=O)c1csc(C(=O)Nc2ccccn2)c1	10	0.0	4	-4	-1
42	CCOC(=O)N1CCC(N2Cc3cccc(C(=O)NCc4ccc(OC)cc4)c3C2=O)CC1	-21	0.4	1	3	2

No.	PREPL inh	Fh CTSL1 inh	HCV core dimer	Efflux pump inh
37	-1	0	-3	0.0
38	-4	0	18	-0.3
39	6	2	6	0.3
40	5	-1	2	-0.1
41	-2	0	0	-0.1
42	2	2	2	-0.2

Remaining list, next part:
No.	SMILES	ZTA counter	PP5 primary	EBNA-1 inhibitor	PP1 inh	TPT1 inhibitor
49	CCN(CC(=O)NCc1ccc(Cl)cc1)C(=O)CSCC(=O)Nc1ccc(C)cc1	-21	0.4	-18	1	-4
50	O=C(CC1Nc2ccccc2NC1=O)Nc1ccccc1 (stereo not given)	1	0.1	5	6	6
51	O=C(NNS(=O)(=O)c1ccc(Br)cc1)c1cccs1	-4	-0.8	-2	-1	-5
52	CCOC(=O)Cc1csc(NC(=O)c2cc(C)on2)n1	0	1.3	5	-3	-2
53	CCC(=O)c1ccc(O)c(OC)c1	-8	1.8	-9	-7	-6
54	COc1ccc(-c2c(C#N)c(N)nc3c2CCCC3)cc1OC	-16	0.4	2	0	-3
55	CCOc1cc(/C=C2\SC(=N)N(c3nonc3N)C2=O)ccc1OCCN1CCOCC1	3	1.7	-2	-1	1
56	COc1ccc(N(CC(=O)NCCC2=CCCCC2)S(=O)(=O)c2ccc(C)cc2)cc1OC	2	0.9	6	-1	-3
57	Cc1ccc(C)c(S(=O)(=O)N2CCCC2CNC(=O)C(=O)NCCN2CCOCC2)c1 (stereo not given)	-7	1.8	-3	-4	-2
58	C=CCOC(=O)COc1ccc2c(C)c(C)c(=O)oc2c1C	5	-0.7	15	-1	0

No.	PREPL inh	Fh CTSL1 inh	HCV core dimer	Efflux pump inh
49	-14	-7	-7	-0.3
50	22	5	0	-0.3
51	-3	1	0	0.2
52	-5	2	-1	0.1
53	9	0	-2	0.2
54	10	-2	2	0.1
55	-1	5	-6	0.1
56	-7	1	16	-0.1
57	4	-4	-3	0.0
58	-3	-1	7	-0.1

Compound activity deposited in PubChem BioAssay by several laboratories.
